CBFb-RUNX1 inh = CBF-beta/RUNX1 interaction disruption | AlphaScreen CBFb-His/RUNX1-biotin binding, biochemical | Potency, µM (doses to about 59.8 µM), for the others: at the top dose activity, negative = inhibition, actives largely listed as inhibitors | 230,000 tested, under 10 active; also: % of control where 0% means no effect
Target sequence (Q01196 whole entry, looked up): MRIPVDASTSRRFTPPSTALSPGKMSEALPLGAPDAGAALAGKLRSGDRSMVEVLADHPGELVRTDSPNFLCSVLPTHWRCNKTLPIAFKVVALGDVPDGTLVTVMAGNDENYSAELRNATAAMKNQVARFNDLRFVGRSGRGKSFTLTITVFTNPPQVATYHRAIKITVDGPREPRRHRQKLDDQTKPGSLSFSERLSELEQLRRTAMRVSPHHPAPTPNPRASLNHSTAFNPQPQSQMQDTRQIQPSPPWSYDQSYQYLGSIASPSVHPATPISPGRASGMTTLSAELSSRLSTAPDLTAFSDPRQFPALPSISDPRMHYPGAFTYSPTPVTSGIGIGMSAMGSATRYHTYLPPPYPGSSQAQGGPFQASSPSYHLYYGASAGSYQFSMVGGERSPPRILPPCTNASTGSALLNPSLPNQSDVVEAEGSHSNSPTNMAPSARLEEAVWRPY
Target sequence (Q13951 whole entry, looked up): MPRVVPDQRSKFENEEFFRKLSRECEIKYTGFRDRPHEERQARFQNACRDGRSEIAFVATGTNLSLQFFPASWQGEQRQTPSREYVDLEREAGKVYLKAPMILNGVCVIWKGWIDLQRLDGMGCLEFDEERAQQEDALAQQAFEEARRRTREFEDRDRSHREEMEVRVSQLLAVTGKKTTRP
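Interaction loss through any mechanism counts as activity. Pre-formed complex of His-CBF-beta and biotin-RUNX1 (30 nM apiece) is incubated with compound 15 min, then with 50 ng nickel and 50 ng streptavidin beads for 90 min before AlphaScreen detection.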
HTT aggregate = inhibitors of mutant huntingtin aggregate formation in PC12 cells. PC12 HttQ103-GFP aggregates, Acumen cytometry, 40 h. Potency, µM (highest dose often 46.1 µM), inactives show at the top dose activity change, negative = inhibition, most hits filed as inhibitors. 220,000 tested, 1.1% active; also: potency is read from the fitted curve at half-maximal effect; % is scaled to controls: 0 for no effect and ±100 for the full control effect; nearly all actives have a fitted effect of over 60% in size
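Inducible Q103 Huntingtin exon 1–GFP PC12 line, 1500 cells/well in phenol red free DMEM with 5% equine and 5% calf serum. Tebufenozide 100 nM induced expression; compounds titrated; aggregates quantified by cytometry.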
HTT ATP protect = Huntington cell model cytoprotection by ATP luminescence; Potency, µM (titrated, usually from 56.4 µM), for the others: cytoprotection (ATP increase), hits mostly activators; PC12 HTT-Q103 induced, cytoprotection, ATP luminescence, 40 h; 230,000 tested, 0.14% active;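 also: potency is read from the fitted curve at half-maximal effect; % of control where 0% means no effect; nearly all actives have a fitted effect of over 45% in size; toxic huntingtin expression switched on by the ecdysone agonist tebufenozide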
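Huntington model: PC12 line, ecdysone-inducible HTTQ103 exon1–GFP, tebufenozide 100 nM. Test articles in a dose series. Endpoint luminescence from cellular ATP.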
GAA glycogen = GAA glycogen-cleavage inhibition or activation; P10253; recombinant GAA, glycogen substrate, Amplex Red glucose oxidase fluorescence; Potency, µM (doses to about 76.4 µM), without a hit: at the highest dose activity change, negative = inhibition, actives largely listed as inhibitors; 300,000 tested, 0.38% active; AID 2100;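 also: potency is read from the fitted curve at half-maximal effect; 0% = full enzyme reaction and -100% = no-enzyme basal signal; the screen sought inhibitors and activators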
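Recombinant human enzyme (4 nM); glycogen substrate; 37 C, 40 min, pH 5.0. Readout: coupled glucose oxidase/Amplex Red fluorescence.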
GAA spleen mod = lysosomal alpha-glucosidase (human) modulation; P10253; human spleen homogenate, 4-MU-alpha-glucoside fluorescence; Potency, µM (top dose mostly 79.9 µM), without a hit: at the top dose activity change, negative = inhibition, most hits filed as inhibitors; 240,000 tested, 0.006% active; AID 2112;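 also: potency is read from the fitted curve at half-maximal effect; 0% = enzyme with vehicle and -100% = no enzyme basal signal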
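Enzyme source: human spleen homogenate, 1 ug/well. Buffer 50 mM citric acid/K phosphate pH 5.0, 0.01% Tween-20. 4-MU-alpha-glucoside 1 mM; 37 C x 40 min; NaOH/glycine stop; fluorescence.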
LMNA splice mod = modulators of lamin A splicing; HeLa LMNA splicing GFP/RFP minigene ratio, 48 h; AID 1487; 200,000 tested, 0.01% active; Potency, µM (series often up to 46.1 µM), inactives show top-dose ratio change, negative = inhibition, hits mostly inhibitors; active = well fitted inhibition curve with a large enough effect in the signal ratio, with a control signal flat, not every such curve was filed as active; inconclusive = small, poorly fitted or top-dose-only effect, or effect the other way, or a change in a side signal; the % refers to the signal ratio; also: potency is read from the fitted curve at half-maximal effect; % is scaled to controls: 0 for no effect and ±100 for the full control effect
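S3 HeLa cells stably expressing lamin A-EGFP splicing minigene plus DsRed2, 600 cells/well, 48 h compound exposure at 37C. Laser-scanning cytometry; analysed as GFP (500-530 nm)/RFP (575-640 nm) total intensity ratio; 0.5% DMSO vehicle.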
GAA inh = blocks human lysosomal alpha-glucosidase; 200,000 tested, 0.005% active; purified human GAA, 4-MU-alpha-glucoside fluorescence; Potency, µM (series often up to 76.9 µM), without a hit: top-dose activity change, negative = inhibition, most hits filed as inhibitors;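 also: potency is read from the fitted curve at half-maximal effect; plate controls were uninhibited enzyme wells for no effect and no-enzyme background for full effect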
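Enzyme (4 nM final) mixed with compound (up to 77 uM), then 4-MU-alpha-D-pyranoside (400 uM final) added; 20 min at room temperature, pH 5.0. Reaction stopped at pH 10, fluorescence read, AC50 derived by Hill fit.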
* hit, by the source's call; ? = inconclusive; . = no result given; & = joins results of further samples; [ ] = dose if it differs, or a comment. Unless noted, calls follow the shape of the dose curve; as a rule, active = well fitted curve in the direction sought with a large enough effect; inconclusive = small, poorly fitted or top-dose-only effect, or another doubt; inactive = no such curve, though single readings can be large; an effect the other way counts as inactive or inconclusive.

SMILES	CBFb-RUNX1 inh	HTT aggregate	HTT ATP protect	GAA glycogen	GAA spleen mod	LMNA splice mod	GAA inh
CC(NCCC1(Cc2ccccc2Cl)CCOC(C)(C)C1)c1cccs1 (stereo not drawn)	12.5%	2.0%[9.22 µM]	-15.3%[10 µM]	3.9%	-4.4%	.	.
COc1nc(-c2ccccc2)nc(C)c1CC(=O)O	16.5%	-3.6%[9.22 µM]	4.5%[10 µM]	10.7%	-3.2%	.	?
CC(=O)Nc1ccc(S(=O)(=O)Nc2nc3ccccc3nc2N2CCCCCC2)cc1	1.2%	-1.3%	-4.2%	-7.7%	-6.1%	16.8%	-5.8%
COc1ccc(/C=C/C(=O)OCn2c(SC)nnc(C)c2=O)cc1OC	0.2%	12.1%	9.2%	-10.4%	1.3%	4.8%[46 µM]	7.4%
CC(C)CCn1cnc2c1c(=O)n(C)c(=O)n2C	14.2%	-22.7%	-9.7%[0.074 µM]	2.6%	0.5%	-9.6%	2.8%
COc1ccccc1NS(=O)(=O)c1ccc(Br)s1	-1.4%	1.0%	-22.2%	1.8%	-5.4%	?	7.0%
CN1CCc2nc3sc(C(=O)NCc4ccccc4)c(N)c3cc2C1	-25.0%	4.6%[9.22 µM]	-63.1%	-13.6%	1.9%	?	-6.8%
Cc1cc(C)n(-c2ccc(C(=O)O)cc2[N+](=O)[O-])n1	4.4%	-10.6%	-12.3%	7.7%	-2.5%	11.0%[46 µM]	5.2%
CCc1ccc(N(CC(=O)Nc2nc3ccc(C)cc3s2)S(=O)(=O)c2c(C)noc2C)cc1	-2.0%	?	-86.0%[inhibitor]	-25.1%	-9.5%	-13.1%	-13.1%
O=c1c2cnn(-c3ccccc3)c2nnn1/N=C/c1cccnc1	-2.8%	-25.2%	-10.8%	6.9%	-22.7%	2.2%	-5.3%
COc1ccc(CCNC(=S)NC(=O)c2cccc(Cl)c2)cc1OC	-11.2%	9.3%[9.22 µM]	9.0%[10 µM]	-6.3%	-13.9%	.	.
NC(=S)N/N=C1\CC(n2nnnc2-c2ccccc2Cl)C2COC1O2 (stereo not drawn)	-1.4%	5.7%	10.4%	-17.8%	-2.7%	?	-11.6%
CCONc1ncnc2nonc12	0.4%	-0.4%	.	-4.9%	-12.5%	0.0%	1.2%
CC1(C)CN(c2ccsc2C(=O)O)C1=O	0.2%	3.7%	-18.2%[10 µM]	-5.4%	-5.5%	.	12.2%
O=C(COC(=O)c1cncc(Br)c1)NC1CCCCC1	-7.0%	5.0%	-24.5%	-3.2%	.	.	3.4%
CC(C)(C)Nc1nc(Cl)nc(NCCN2CCOCC2)n1	9.8%	-8.3%[9.22 µM]	4.9%[10 µM]	2.2%	-3.7%	.	.
CS(=O)(=O)c1ccc2nc(NC(=O)CN3C(=O)C4CC=CCC4C3=O)sc2c1 (stereo not drawn)	-8.1%	-14.5%	-29.7%	2.5%	1.6%	-1.4%[46 µM]	-1.4%
COc1cccc(CNc2ccc(F)c([N+](=O)[O-])c2)c1O	-5.3%	-9.9%	.	?	7.2%	-8.4%[46 µM]	-11.3%
Cc1cccc(OCC(O)CN2C(C)(C)CC(O)CC2(C)C)c1 (stereo not drawn)	-5.6%	14.3%	-17.8%[0.074 µM]	-2.8%	-1.2%	-2.6%	-5.9%
CCN(CC)c1nc2nonc2nc1N(CC)CC	0.1%	0.447µM*	16.9%	5.0%	-10.7%	6.6%	-11.8%
CCOC(=O)Cc1nnn(CC(=O)OCC)n1	0.0%	21.2%	-25.2%	10.5%	-6.4%	7.0%	1.2%[15.4 µM]
CC(=O)Nc1ccc(NC(=O)Cn2c(=O)n(-c3ccccc3)c(=O)c3oc4ccccc4c32)cc1	-7.8%	4.6%	-34.9%	4.6%	-0.3%	6.4%[46 µM]	-7.7%
CCc1cc2c(=O)c(-c3nc4ccccc4n3C)c(COCC(=O)O)oc2cc1OC(=O)C(C)(C)C	21.3%	17.5%	1.2%	-10.8%	1.8%	16.1%	?
CCOCCN(C(=O)c1ccccc1Cl)c1cccc(C)c1C	7.1%	4.9%[9.22 µM]	10.8%[10 µM]	-1.6%	2.3%	.	.
COc1ccccc1NC(=O)Cn1c(C)cc(=O)c2cccc(OC)c21	8.0%	-32.3%[9.22 µM]	-6.8%[10 µM]	-2.6%	1.7%	.	?

Random excerpt: three records from the list.
SMILES	CBFb-RUNX1 inh	HTT aggregate	HTT ATP protect	GAA glycogen	GAA spleen mod	LMNA splice mod	GAA inh
COc1ccc(CCNC(=S)NC(=O)c2cccc(Cl)c2)cc1OC	-11.2%	9.3%[9.22 µM]	9.0%[10 µM]	-6.3%	-13.9%	.	.
O=c1c2cnn(-c3ccccc3)c2nnn1/N=C/c1cccnc1	-2.8%	-25.2%	-10.8%	6.9%	-22.7%	2.2%	-5.3%
CCONc1ncnc2nonc12	0.4%	-0.4%	.	-4.9%	-12.5%	0.0%	1.2%

(more compounds)
SMILES	CBFb-RUNX1 inh	HTT aggregate	HTT ATP protect	GAA glycogen	GAA spleen mod	LMNA splice mod	GAA inh
Cc1cc(/C=N/NC(=O)C(=O)NCc2ccccn2)c(C)n1-c1ccccc1	0.6%	2.7%	-2.5%[10 µM]	?	-1.6%	-1.0%	6.9%
CCCNC(=S)NC1CC2CCC(C1)N2Cc1ccccc1 (stereo not drawn)	2.5%	-2.0%	-2.7%	-5.7%	-10.7%	-3.6%	-1.9%
Clc1ccc(-c2nc3nc4ccccc4nc3n2Cc2ccco2)cc1	-3.5%	3.1%	-38.5%[0.074 µM]	-4.6%	4.1%	8.6%	-13.4%
CC(C)CC(C)c1cc(N)nc2nc3ccccc3n12 (stereo not drawn)	10.6%	-19.0%	18.9%[10 µM]	0.7%	-2.9%	-0.6%[46 µM]	-4.3%
COC(=O)C(C)(C)ONC(=O)Nc1ccc(Br)cc1	5.0%	5.2%	-3.5%[10 µM]	-10.0%	4.4%	?	-3.0%
S=c1[nH]ccn1-c1ccccc1Cl	2.4%&1.9%	-13.6%&7.8%[9.22 µM]	22.8%&-7.6%[10 µM]	4.3%&-8.1%	-3.0%&-1.6%	.	-11.7%
Cc1cc(N/C=C\c2nnnn2-c2ccccc2)no1	-1.8%	14.3%	.	-4.2%	1.9%	10.7%	8.3%
CCOC(=O)c1noc(C)c1C(=O)Nc1nc(C)cc(C)n1	-4.4%	7.8%	-22.1%	-13.8%	-1.9%	.	-14.2%
COCCCNC(=O)CNC(=S)N(Cc1cc(OC)c(OC)c(OC)c1)C1CCCC1	9.8%	-10.3%	2.9%[10 µM]	-1.3%	3.7%	-4.6%	-4.6%
COc1cc(C(=O)N2CCCN(c3nc4cc(C)ccc4cc3C#N)CC2)cc(OC)c1OC	8.0%	10.4%	-10.7%	2.5%	-4.0%	3.5%	3.7%
C=CCc1ccc(OCCOCCN(C)C)c(OC)c1	-4.0%	13.2%	-5.1%[10 µM]	3.5%	-7.0%	-2.1%	3.7%
O=C(CCc1nnc(Cc2cccc(C(F)(F)F)c2)o1)NC1CC1	4.2%	11.4%[9.22 µM]	14.0%[10 µM]	-2.6%	8.1%	-2.9%[46 µM]	-7.2%
O=C(O)CCCC(=O)Nc1cccc([N+](=O)[O-])c1	-23.1%	6.9%	-29.9%	1.3%	-12.0%	4.5%[46 µM]	2.0%
O=C1c2oc3ccccc3c(=O)c2C(c2cccc(O)c2)N1c1ccccn1 (stereo not drawn)	-3.4%	6.6%	16.7%	-13.2%	7.8%	0.8%	-3.2%
COc1ccc2nc3oc(C(=O)N4CCN(c5cccc(C(F)(F)F)c5)CC4)cc3cc2c1	6.6%	-1.7%	-4.4%	0.8%	-5.1%	1.2%	-4.3%
CN=C(Nc1ccc(C(=O)OC)s1)c1ccccc1	-3.7%	7.9%	14.1%	-2.0%	-5.7%	.	-1.5%
Cc1cccc(COCC(Cc2ccccc2)N2CCN(C(=O)c3ccc(Cl)c(Cl)c3)CCC2=O)c1 (stereo not drawn)	3.6%[2.36 µM]	-9.2%	.	-5.9%	0.5%	?	-5.3%
O=C(CCc1nc2ccccc2s1)OCC(=O)c1ccc[nH]1	2.5%	17.5%	-14.0%	1.0%	-6.1%	8.6%[46 µM]	3.5%
O=c1c2oc3ccccc3c2ncn1Cc1ccc(Cl)cc1	0.6%	-0.6%	1.3%	5.0%	1.7%	3.3%[46 µM]	-0.6%
N/C(=N\OS(=O)(=O)c1ccc(Cl)cc1)c1ccccn1	-21.0%	-5.4%	-18.0%	-2.8%	5.0%	.	0.8%
COC(=O)c1nn(-c2ccc(Cl)cc2)c(=O)cc1Sc1ccccn1	-4.0%	2.2%	2.6%	-2.0%	4.0%	15.4%	-2.2%
CC[C@H]1OC(=O)[C@H](C)[C@@H](O[C@H]2C[C@@](C)(OC)[C@@H](O)[C@H](C)O2)C(C)[C@@H](O[C@@H]2O[C@H](C)C[C@H](N(C)C)[C@@H]2O)[C@](C)(OC)C[C@@H](C)C(=O)[C@H](C)[C@@H](O)[C@]1(C)O (stereo partly drawn)	19.3%	1.6%	?	.	-5.7%	?	.
COc1cccc(N2CCN(CC(=O)Nc3ccc(-n4cnnn4)cc3)CC2)c1	4.8%	-6.1%	-25.9%	-9.0%	8.9%	.	-2.2%
COc1ccc(C(=O)Nc2ccccc2C(=O)NC(C)C)cc1OC	-6.7%	9.6%[9.22 µM]	2.3%	11.4%	8.0%	0.2%	4.0%
Cc1ccc(Nc2nnc(SCC3CCCCO3)s2)cc1 (stereo not drawn)	4.7%	-14.6%	-9.6%[10 µM]	-2.6%	-2.9%	?	1.2%
CC(=O)NCc1nc2ccccc2n1Cc1ccccc1C	5.7%	-11.4%	26.0%[10 µM]	3.5%	-1.7%	-6.9%	-3.3%
CC(=O)c1ccc(N2CCc3ccccc3C2)c([N+](=O)[O-])c1	-20.7%	2.6%[9.22 µM]	25.0%[10 µM]	-2.8%	3.2%	.	.
CC(C)(C)C(=O)NCC12C=CC(O1)C1C(=O)N(c3ccccc3)C(=O)C12 (stereo not drawn)	-0.4%	?	6.0%[10 µM]	-1.9%	-11.6%	5.5%	2.3%
COc1ccc(NC(=O)C(NC(=O)CC2NC(=O)NC2=O)c2ccccc2)cc1 (stereo not drawn)	0.4%	10.3%	7.3%[10 µM]	-0.7%	-10.1%	-6.0%	-0.4%
CCCn1nnnc1SCC(=O)NNC(=O)c1ccco1	1.9%	2.2%[9.22 µM]	19.5%[10 µM]	16.4%	1.7%	.	?

Screening results as filed in PubChem.
